# Compound activity deposited in PubChem by several laboratories.
# human PMI inhibition = inhibitors of human PMI, primary screen, biochemical, fluorescence intensity, coupled assay (AID 1209) | 190,000 tested, 0.42% active | inhibition, % at 20 µM; hits with a dose series show IC50 in µM | purified PMI enzyme, coupled fluorescence intensity; higher % means a stronger effect;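 also: plate controls were DMSO vehicle for no effect and wells lacking substrate for full effect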
# XIAP antagonists = small molecules displacing peptide from XIAP – biochemical, IAP family, fluorescence polarization (AID 1018); XIAP BIR domain, fluorescence polarization peptide displacement; higher % means a stronger effect; displacement, % at 20 µM; hits with a dose series show IC50 in µM; 200,000 tested, 0.007% active; in the data active = displacement above about 50%; also: a part of the inactive calls stands beside numbers as strong as those of hits
# M1AAP inhibition = P. falciparum M1AAP inhibitors, biochemical, fluorogenic H-Leu-NHMec substrate, 1536-well (AID 1445). one-dose inhibition, % at 30 µM; IC50 in µM for titrated hits. 220,000 tested, 0.42% active. recombinant M1AAP, H-Leu-NHMec fluorogenic kinetic assay; higher % means a stronger effect;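 active = primary inhibition above the hit cutoff, then over 50% inhibition at one or more dose response concentrations, cut at about 23% in these data, passing the limit was not always enough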;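 also: plate controls were DMSO full reaction for no effect and no enzyme background for full effect; strong numbers were not always called active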
# Siah-1 displacement = Siah-1 peptide-binding antagonists, primary screen, biochemical, fluorescence polarization, rhodamine-plectin, uHTS (AID 1817); one-dose displacement, % at 20 µM; IC50 in µM for titrated hits; 290,000 tested, 0.02% active; Siah-1 / rhodamine-plectin peptide fluorescence polarization; higher % means a stronger effect;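 active = displacement of at least 50% at 20 µM, with a fluorescence ratio check between 0.3 and a set limit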;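 also: plate controls were Siah plus tracer with DMSO for no effect and tracer alone without Siah for full effect; strong numbers were not always called active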
# P. falciparum M17LAP = P. falciparum M17LAP inhibitors, primary screen, biochemical, fluorogenic H-Leu-NHMec substrate, 1536-well (AID 1619); recombinant M17LAP, H-Leu-NHMec fluorogenic kinetic assay; higher % means a stronger effect; one-dose inhibition, % at 30 µM; IC50 in µM for titrated hits; 220,000 tested, 0.38% active;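 active = compound inhibiting the enzyme by more than half at any dose during confirmatory dose-response retesting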;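 also: plate controls were full reaction with DMSO carrier for no effect and no enzyme background for full effect; strong numbers were not always called active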
# AID2073 = disruptors of CaV2.2 binding to Mint1 – biochemical, HTRF (AID 2073). inhibition, % at 20 µM, or IC50 in µM where a hit was titrated. 290,000 tested, 0.19% active. HTRF protein-protein interaction, Mint1-CaV2.2; higher % means a stronger effect; in the data active = inhibition mostly above about 51%, no sharp cut-off; also: some results filed as inactive read as strong as hits
# human PMI inhibitors = MPI inhibition at elevated mannose 6-phosphate – biochemical, fluorescence intensity, high mannose 6-phosphate, primary screen (AID 1220); recombinant PMI enzyme, coupled fluorescence intensity; higher % means a stronger effect; one-dose inhibition, % at 20 µM; IC50 in µM for titrated hits; 190,000 tested, 0.66% active
# LYP inhibition = PTPN22 lymphoid phosphatase activity blockers – biochemical, fluorescence intensity, uHTS (AID 1779) | recombinant LYP phosphatase, fluorescence intensity; higher % means a stronger effect | inhibition, % at 11.5 µM, or IC50 in µM where a hit was titrated | 290,000 tested, 0.054% active;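 also: plate controls were vehicle with enzyme for no effect and no enzyme for full effect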
# Dynein cargo inh = blocks dynein driven cargo transport along microtubules; 3617.4 mouse cells, GR-EGFP nuclear translocation imaging; test concentration mostly 20 µM; stimulated with dexamethasone, 1 µM; active compounds read low; z-score, hits read low; 220,000 tested, 0.47% active;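 active = plate z-score of nuclear minus cytoplasmic receptor signal below a set negative limit, without overly bright fluorescence or cell loss, cut at about -3.5 in these data, passing the limit was not always enough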;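 also: z-score of nuclear minus cytoplasmic ring GR-EGFP intensity difference per well; some compounds called inactive have numbers as strong as hits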
#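 medium = tetracycline-free induction medium containing charcoal-stripped FBS | also added = 1.0 µM final dexamethasone stimulus | schedule = 48 h induction, 1 h compound, 30 min dex at 37 °C | technique = fixed, Hoechst-stained cells imaged at 10x for EGFP | measure = GR-EGFP nuclear translocation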
# Dynein cargo inh cytoplasmic EGFP = second read-out of Dynein cargo inh, no call of its own (marks repeat the call); z-score; measured here: cytoplasmic GR-EGFP intensity; active compounds read high
# Dynein cargo inh nuclear GR-EGFP = recorded beside Dynein cargo inh, whose call it bears; z-score; measured here: nuclear GR-EGFP intensity;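 lower value marks the stronger effect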
# Dynein cargo inh cell count = also measured in Dynein cargo inh; calls as there; z-score; measured here: cell count per field
# * hit, by the source's call; . = not tested or not shown. Rule as the data show it, unless noted: active = inhibition above about 50%; inactive = the rest.
entry	SMILES	human PMI inhibition	XIAP antagonists	M1AAP inhibition	Siah-1 displacement	P. falciparum M17LAP	AID2073
1	CSc1ccccc1C(=O)C1CCCN(C(=O)c2cc(C(C)C)no2)C1 (stereo unspecified)	6%	-7.2%	6%	-3%	12%	-7%
2	O=C(Nc1ccc(Cl)cn1)c1ccc2c(Cl)c3c(nc2c1)CCC3	.	.	-2%	14%	11%	38%
3	CCOC(=O)c1sc(S(C)=O)c2c1CCc1conc1-2 (stereo unspecified)	.	.	8%	3%	16%	-32%
4	Cc1ccc(OCC(=O)Nc2cc(S(=O)(=O)N3CCCCC3)ccc2C)c([N+](=O)[O-])n1	10%	-1.2%	11%	-4%	-4%	15%
5	C=CCNc1nc(C)c(C(C)=O)cc1C#N	1%	1.8%	11%	-4%	1%	1%
6	COCCNC(=O)c1cc(-c2ccc(Cl)c(Cl)c2)on1	2%	-6.6%	-3%	-1%	8%	5%
7	Cc1cccc(NCc2ccccc2OCc2ccccc2F)c1	24%	-5.2%	9%	18%	19%	-1%
8	COc1cccc(C(=O)COc2cccc(NC(=O)c3ccco3)c2)c1	15%	-1.0%	.	2%	.	11%
9	CCSCCNC(=O)c1cncc(Br)c1	-4%	-7.8%	-1%	-3%	-3%	10%
10	C/C(=N\O)C1/C(=N/O)CC2C1C2(C)C (stereo unspecified)	25%	-12%	5%	6%	3%	-6%
11	O=C(NC1CCCCCC1)C(=S)NCCc1ccccc1	18%	-9.9%	-10%	-1%	-4%	20%
12	CCN1CCc2c(C#N)c(N3CCOCC3)nc(N3CCOCC3)c2C1	-6%	77%	2%	-4%	-6%	4%

entry	human PMI inhibitors	LYP inhibition	Dynein cargo inh	Dynein cargo inh cytoplasmic EGFP	Dynein cargo inh nuclear GR-EGFP	Dynein cargo inh cell count
1	5%	-4%	-0.68	-0.3	-0.56	1.4
2	.	-6%	0.74	-0.24	1.1	-0.63
3	.	-7%	-0.24	-0.28	-0.16	0.34
4	15%	-2%	-0.12	-0.22	-0.035	0.68
5	2%	-8%	-0.21	-0.27	-0.23	0.12
6	-1%	-3%	0.62	-0.13	0.46	-0.071
7	20%	2%	-0.32	-0.21	0.083	0.32
8	16%	-2%	-0.6	-0.32	-0.15	0.72
9	-10%	-4%	-1.2	0.3	-0.45	1.4
10	3%	10%	-0.52	-0.28	-0.34	0.97
11	-3%	5%	1.9	0.43	2.3	-2.6
12	-3%	2%	-1.2	-0.24	-0.5	0.54

# Next part, starting with the last five of the part before.
entry	SMILES	human PMI inhibition	XIAP antagonists	M1AAP inhibition	Siah-1 displacement	P. falciparum M17LAP	AID2073
8	COc1cccc(C(=O)COc2cccc(NC(=O)c3ccco3)c2)c1	15%	-1.0%	.	2%	.	11%
9	CCSCCNC(=O)c1cncc(Br)c1	-4%	-7.8%	-1%	-3%	-3%	10%
10	C/C(=N\O)C1/C(=N/O)CC2C1C2(C)C (stereo unspecified)	25%	-12%	5%	6%	3%	-6%
11	O=C(NC1CCCCCC1)C(=S)NCCc1ccccc1	18%	-9.9%	-10%	-1%	-4%	20%
12	CCN1CCc2c(C#N)c(N3CCOCC3)nc(N3CCOCC3)c2C1	-6%	77%	2%	-4%	-6%	4%
13	CC(C)c1nccn1S(=O)(=O)c1cc(Cl)ccc1Cl	8%	-12%	3%	0%	3%	-8%
14	CCOC(=O)CCC(NC(=O)CCCCCCCCC(=O)NC(CCC(=O)OCC)C(=O)OCC)C(=O)OCC (stereo unspecified)	7%	0.2%	8%	-8%	4%	-15%
15	c1cncc(-c2nn3c(Cn4nnc5ccccc54)nnc3s2)c1	40%	-10%	4%	1%	2%	-23%
16	CCC1(c2ccc(Cl)cc2)NC(=S)N(c2ccc(C)cc2)N1 (stereo unspecified)	-30%	-4.0%	-1%	12%	-1%	-11%
17	O=C(Nc1ccccc1)NC(Cc1ccc(O)cc1)C(=O)O (stereo unspecified)	-1%	-5.1%	2%	16%	35µM*	-4%
18	O=C(CN1C(=O)C2C3C=CC(C3)C2C1=O)Nc1nncs1 (stereo unspecified)	-11%	-6.9%	-3%	2%	-6%	11%
19	COc1cccc(/C=N\n2c(C)nnc2C)c1OC	-4%	-0.1%	7%	-2%	-4%	15%
20	Nc1ccc(C(=O)N2CCCC2)cc1	-11%	-4.2%	3%	2%	-2%	-1%
21	O=C(Nc1ccc2sccc2c1)c1ccc(Cl)s1	2%	-5.7%	9%	-1%	-15%	11%
22	Cc1c(NC(=O)CN2CCN(c3ccccc3)CC2)c(=O)n(-c2ccccc2)n1C	-11%	-1.6%	5%	0%	3%	4%
23	COCCNC(=O)c1cc2sc3ccccc3c2s1	9%	-0.6%	-5%	-1%	-10%	28%
24	CC(NC(=O)c1ccncc1)C(C)(C)C (stereo unspecified)	1%	-1.4%	9%	3%	0%	-1%

entry	human PMI inhibitors	LYP inhibition	Dynein cargo inh	Dynein cargo inh cytoplasmic EGFP	Dynein cargo inh nuclear GR-EGFP	Dynein cargo inh cell count
8	16%	-2%	-0.6	-0.32	-0.15	0.72
9	-10%	-4%	-1.2	0.3	-0.45	1.4
10	3%	10%	-0.52	-0.28	-0.34	0.97
11	-3%	5%	1.9	0.43	2.3	-2.6
12	-3%	2%	-1.2	-0.24	-0.5	0.54
13	6%	4%	-1.3	-0.26	-0.31	0.26
14	6%	-5%	-0.36	-0.22	0.69	-0.31
15	12%	-1%	0.35	-0.15	0.51	-0.63
16	-89%	6%	-0.27	-0.31	-0.47	0.85
17	4%	-7%	-0.44	-0.15	0.3	0.82
18	-6%	-3%	0.24	-0.24	0.39	-0.75
19	1%	4%	-0.28	-0.13	0.11	0.61
20	-4%	-4%	0.18	-0.12	-0.091	-0.73
21	-2%	-1%	-0.47	-0.15	-0.022	0.34
22	-8%	-9%	-0.52	-0.14	-0.85	-0.48
23	7%	6%	-0.7	-0.27	-0.57	1
24	-2%	5%	-0.61	-0.095	-0.14	0.41

# (cont.)
entry	SMILES	human PMI inhibition	XIAP antagonists	M1AAP inhibition	Siah-1 displacement	P. falciparum M17LAP	AID2073
25	C/C(=N\NC(=O)c1c(Cl)cnn1C)c1cccc(NC(=O)C(C)C)c1	-5%	-3.4%	-1%	0%	2%	2%
26	CCN(C(=O)COC(=O)c1ccccc1Nc1cccc(C)c1C)C1CCS(=O)(=O)C1 (stereo unspecified)	0%	-7.1%	9%	-1%	-1%	27%
27	CN(C)C(=O)CSc1ncnc2scc(-c3ccccc3)c12	-10%	-7.7%	6%	-10%	8%	0%
28	CN(C)C(=S)Nc1ccc(Br)cc1Cl	.	.	3%	-2%	11%	-48%
29	CCc1cc2ccccc2nc1SCC(=O)Nc1cc(OC)c(OC)cc1C(=O)O	10%	-4.8%	6%	-9%	<1µM*	0%
30	O=C(O)CCC(NS(=O)(=O)c1ccc(N2CCCC2=O)cc1)C(=O)O (stereo unspecified)	-4%	-6.9%	4%	-5%	4%	-2%
31	O=S(=O)(NCCCO)c1ccc2c(c1)Cc1cc(S(=O)(=O)NCCCO)ccc1-2	-2%	-3.0%	13%	0%	2%	1%
32	COc1ccc(CNC(=O)COC(=O)CC2CC3CCC2C3)cc1OC (stereo unspecified)	13%	-0.3%	5%	-1%	10%	34%
33	COc1ccc(/C=N/NC(=O)c2nc(-c3ccccc3)n(-c3ccccc3)n2)cc1	17%	-0.3%	6%	11%	-2%	9%
34	CCOc1ccc(NC(=O)C2CCCN(S(=O)(=O)c3cccc4nsnc34)C2)cc1 (stereo unspecified)	1%	-14%	1%	-2%	-6%	-3%
35	Cc1ccc(NC(=S)N(C)Cc2cn(C)c3ccccc23)cc1	15%	-10%	2%	0%	-7%	-10%
36	CCOC(=O)C1=C(C)N(c2ccccc2)C(=O)C1CC(=O)O (stereo unspecified)	-12%	-1.7%	-4%	2%	7%	-3%

entry	human PMI inhibitors	LYP inhibition	Dynein cargo inh	Dynein cargo inh cytoplasmic EGFP	Dynein cargo inh nuclear GR-EGFP	Dynein cargo inh cell count
25	-8%	2%	0.56	-0.24	0.15	-1.2
26	-2%	1%	2.1	-0.17	1	-1.9
27	-8%	-2%	-0.71	-0.2	-0.42	0.73
28	.	-2%	0.82	-0.23	0.24	-0.87
29	22%	-5%	0.82	-0.24	0.033	-0.48
30	-16%	-6%	-1.8	-0.037	-0.51	1
31	-3%	-10%	-0.4	-0.096	0.14	-0.35
32	14%	-3%	-0.76	-0.32	-0.46	0.57
33	4%	0%	-0.23	-0.13	-0.11	0.61
34	4%	-5%	-0.073	-0.084	-0.035	-0.3
35	9%	-4%	-0.94	-0.32	-0.7	0.76
36	-10%	-12%	0.71	0.19	0.47	-0.91

# (more compounds)
entry	SMILES	human PMI inhibition	XIAP antagonists	M1AAP inhibition	Siah-1 displacement	P. falciparum M17LAP	AID2073
37	O=C(NCc1cccnc1)c1ccc(-c2cc3ccccc3oc2=O)cc1	2%	-3.6%	4%	20%	6%	28%
38	COc1ccc(NS(=O)(=O)c2cc(NC(=O)[C@@H](NC(N)=O)C(C)C)ccc2C)cc1	.	.	.	2%	.	-1%
39	Cc1cc(/C=C2/NC(=O)N(c3ccccc3)C2=O)c(C)n1-c1cccnc1	0%	-12%	13%	23%	21%	-6%
40	CC(C)NC(=S)Nc1ccc2nc3n(c(=O)c2c1)CCCCC3	7%	-5.6%	7%	-4%	-15%	-9%

entry	human PMI inhibitors	LYP inhibition	Dynein cargo inh	Dynein cargo inh cytoplasmic EGFP	Dynein cargo inh nuclear GR-EGFP	Dynein cargo inh cell count
37	0%	-14%	-0.58	-0.28	0.45	-0.38
38	.	-5%	0.35	-0.74	-0.00074	-0.95
39	1%	4%	-0.44	-0.29	-0.44	0.1
40	-3%	-4%	-0.23	-0.28	0.51	0.54

# Random draw from the library. About 2.1% of those tested had a hit in this group.
